# Bioassay records from PubChem BioAssay.
# human PMI inhibitors = human PMI inhibitors, high substrate, primary screen, biochemical, fluorescence intensity, high mannose 6-phosphate (AID 1220); recombinant PMI enzyme, coupled fluorescence intensity; higher % means a stronger effect; one-dose inhibition, % at 20 µM; IC50 in µM for titrated hits; actives 0.66% (n = 190,000)
# WT yeast gro inh = growth inhibition of WT yeast, mitochondrial fusion screen. mitochondrial fusion phenotypic screen, WT strain. inhibition, % at 10 µM. actives 2.1% (n = 190,000). AID 1362; in the data active = inhibition above about 58%; tested in S. cerevisiae
# ER stress rescue = rescue of cells from ER stress-induced death, primary screen, 384-well, CSM14.1, thapsigargin, ATP luminescence (AID 1222); CSM14.1 thapsigargin-induced death rescue, ATP luminescence; higher % means a stronger effect; cellular ATP content (survival), % at 20 µM; hits with a dose series show EC50 in µM; 190,000 tested, under 10 active;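 active = EC50 below 50 µM in the dose-response confirmation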;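 also: death triggered by thapsigargin at about 15 µM added after 2 h compound pretreatment; cell ATP read after overnight thapsigargin exposure of roughly 18 to 22 hours; normalized against plate controls of thapsigargin alone and 5% DMSO vehicle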
# Myeloid diff 2 = compounds promoting myeloid differentiation | ER-HoxA9 myeloid progenitors, lysozyme-GFP differentiation, flow cytometry | calls only at 10 µM | actives 1% (n = 360,000);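 active = normalized GFP-positive differentiation at or above the plate's own cutoff, the solvent-only control mean plus 3 SD; inconclusive = no clear call, values can overlap the other calls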;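 also: cells exposed to compound for four days before flow analysis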
# TNAP activators = stimulation of alkaline phosphatase TNAP activity – biochemical, luminescent, no phosphate acceptor, uHTS, primary screen (AID 1001); purified TNAP, luminescent activation assay, no phosphate acceptor; higher activation fold means a stronger effect; activation fold at 20 µM; hits with a dose series show EC50 in µM; actives 0.03% (n = 200,000); in the data active = activation fold from about 3, or a potency from the dose series; inactive = the rest, 99 in 100 with activation fold below about 1.6; also: many of its hits are not listed in these tables
# M1AAP inhibition = malaria alanyl aminopeptidase activity blockers – biochemical, fluorogenic H-Leu-NHMec substrate, 1536-well (AID 1445) | actives 0.42% (n = 220,000) | inhibition, % at 30 µM; hits with a dose series show IC50 in µM | recombinant M1AAP, H-Leu-NHMec fluorogenic kinetic assay; higher % means a stronger effect;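 active = primary inhibition above the hit cutoff, then over 50% inhibition at one or more dose response concentrations, cut at about 23% in these data, passing the limit was not always enough; inconclusive = conflicting primary data, or primary hits not chosen for dose response; inactive = low primary inhibition, or under 50% at every dose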;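 also: plate controls were DMSO full reaction for no effect and no enzyme background for full effect; strong numbers were not always called active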
# human PMI inhibition = inhibitors of human PMI, primary screen, biochemical, fluorescence intensity, coupled assay (AID 1209); purified PMI enzyme, coupled fluorescence intensity; higher % means a stronger effect; inhibition, % at 20 µM; hits with a dose series show IC50 in µM; actives 0.42% (n = 190,000);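 also: plate controls were DMSO vehicle for no effect and wells lacking substrate for full effect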
# Lipid droplet = hepatic lipid droplet formation modulation | AML12 mouse hepatocytes, oleate lipid droplets, BODIPY imaging | inhibition, % at 6.5 µM | actives 0.4% (n = 240,000) | AID 1656;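 active = lipid droplet intensity inhibited by at least 50%, with more than 500 cells counted; inconclusive = wells with under 300 cells, treated as cytotoxic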
#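 Material – AML12 mouse liver cells · Also added – oleate loading, 100 µM · Compound dosing – 6.5 µM single-point dosing · Times – overnight treatment with compound plus oleate · Measured by – fluorescence imaging, 20x objective, two fields per well · Read-out – percent inhibition of filter-corrected integrated lipid droplet intensity per well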
# UTI89 phage lysis = protection from phage-mediated lysis, alamar blue read-out – E. coli UTI89, K1F phage, bacterial capsule biogenesis inhibitors (AID 488966); E. coli UTI89 K1F phage lysis, alamar blue, 2 h; higher % means a stronger effect; actives 0.02% (n = 340,000); one-dose inhibition, % at 100 µM; IC50 in µM for titrated hits;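 active = phage lysis inhibition, versus mean bacterial control, above a set limit; inconclusive = no clear call, values can overlap the other calls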;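 also: capsule biogenesis inhibitors block K1F phage lysis so surviving cells raise fluorescence; higher fluorescence means more inhibition of phage lysis; actives were called in the ten point dose series up to 300 µM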
# WT yeast gro inh mutant strain = recorded beside WT yeast gro inh, whose call it bears; inhibition, %; mitochondrial fusion phenotypic screen, mutant strain inhibition
# Lipid droplet cells 6.5 µM = further read-out of Lipid droplet, marked with its call; cell count; measured here: cell count, cytotoxicity flag;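 cells counted across two imaged fields per well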
# Myeloid diff 2 GFP+ MAC1+ % = also measured in Myeloid diff 2; calls as there; GFP+ MAC1+ double positive, %; measured here: differentiation confirmed by MAC1 staining
# The depositor's hits bear a star; i = inactive; u = inconclusive; x = not tested or not shown; + = active, no number; [ ] = remark or other dose. Rule as the data show it, unless noted: active = inhibition above about 50%; inactive = the rest. No enrichment for hits. Share with any hit: about 4.6%.
SMILES,human PMI inhibitors,WT yeast gro inh,WT yeast gro inh mutant strain,ER stress rescue,Myeloid diff 2,Myeloid diff 2 GFP+ MAC1+ %,TNAP activators,M1AAP inhibition,human PMI inhibition,Lipid droplet,Lipid droplet cells 6.5 µM,UTI89 phage lysis
COCCn1nnnc1CN1CCN2CCCC2C1 (stereo unspecified),-6%,3,-4,1.3%,+,11*,1.1,6%,0%,6,785,0.3%[50 µM]
CNC(=O)COc1ccccc1C(=O)Nc1ccc2c(c1)oc1ccccc12,-5%,13,-9,1.7%,i,0.7,1,-3%,-10%,x,x,1.3%
O=C(Nc1ccc(Cl)cc1)N1CCC(c2nc(-c3ccccc3Cl)no2)CC1,-6%,64*,64*,-1.6%,i,1.3,0.9,-6%,3%,-14,749,3.1%
Cc1ccc2nc(C)cc(NCCO)c2c1,2%,3,6,-1.4%,i,1.2,1.1,6%,10%,10,732,0.0%
COc1cccc(C(C)NC(=O)Nc2cc(Cl)ccc2OC)c1 (stereo unspecified),-5%,0,2,1.0%,i,0.8,1.1,2%,-1%,0,675,-0.4%
COc1ccc(NC(=S)N(CCN(C)C)C(C)c2ccco2)cc1Cl (stereo unspecified),8%,-7,4,-1.2%,i,0.6,1.1,1%,21%,-2,638,3.5%
Cc1ccc(Cl)cc1N1CCN(C(=O)C2CCCN(S(=O)(=O)c3cnc[nH]3)C2)CC1 (stereo unspecified),2%,10,5,x,i,5.4,1,1%,11%,3,595,2.3%
COCCCNC(=O)Cn1ncc2ccsc2c1=O,-9%,10,3,-0.2%,i,1.8,1,4%,-13%,x,x,1.3%
O=C(Nc1nc2nc(-c3ccccc3)cc(=O)n2[nH]1)c1ccccc1,7%,-7,0,0.6%,i,0.8,1.1,0%,10%,0,776,4.4%
Cc1csc(NC(=O)c2cccs2)n1,-11%,9,15,-2.4%,i,1.2,1,5%,-5%,7,618,-6.1%
Cc1ccc2c(c1)nnn2C1CCN(S(=O)(=O)c2ccc(C(=O)NC3CCCC3)cc2)CC1,0%,0,3,0.6%,i,0.4,1.1,8%,-8%,x,x,0.5%
CSc1nc(N)nc(SCC(=O)c2ccccc2)c1C#N,-2%,-7,1,-0.5%,i,0.2,1.1,4%,-6%,x,x,0.4%
Cc1ccc(NC(=O)CCn2nc(C)cc2C)c(C)c1,6%,-1,1,5.6%,i,1.1,1.1,-1%,4%,-2,769,5.1%
COc1ccccc1CN(Cc1cc2cc3c(cc2[nH]c1=O)OCCO3)Cc1nnnn1Cc1ccco1,14%,8,-10,-0.2%,i,1.5,1.1,u,6%,x,x,3.5%
Cn1c(=O)c2[nH]c(COc3ccc(C(C)(C)C)cc3)nc2n(C)c1=O,x,x,x,x,i,0.4,x,10%,x,4,699,-0.9%[50 µM]
CC(=O)Nc1ccc(C(=O)NC(CC(=O)O)c2ccc(Cl)cc2)cc1 (stereo unspecified),11%,9,22,3.4%,i,10,1,11%,7%,10,797,6.4%
Cc1ncc(CO)c(/C=N/NC(=S)Nc2ccc(Cl)c(Cl)c2)c1O,-88%,28,30,-4.4%,i,0.2,2.4,21%,-62%,-7,601,-0.8%
[2H]c1c([2H])c([2H])c(-c2nc(N3CCCCCC3)sc2C(=O)c2ccccc2)c([2H])c1[2H],-1%,5,7,-1.7%,i,0.4,1.1,7%,10%,x,x,0.1%
COc1cc(OC)cc(/C(N)=N/O)c1,x,x,x,x,i,0.2,x,-6%,x,10,708,0.2%
Cc1cccc(CCNC(=O)C2CCN(S(=O)(=O)c3ccccc3)CC2)c1,2%,9,-8,0.6%,i,0.4,1.1,3%,3%,-25,704,0.5%
O=C(NC1CCCCC1)C(c1ccco1)N(C(=O)C(F)(F)F)C1CC1 (stereo unspecified),5%,-17,9,13%,i,1.1,1.1,9%,7%,1,736,-0.2%
CCCC(=O)N1CCN(Cc2ccc3c(c2)OCO3)CC1,-1%,0,1,0.2%,i,0.6,1.1,-1%,7%,10,620,0.4%
Cc1ccc(CNC(=O)C(Cc2ccccc2)NS(=O)(=O)c2cccs2)cc1 (stereo unspecified),7%,43,4,-1.9%,i,1.4,1.1,-3%,13%,-4,724,-0.5%
CCOC(=O)c1nc(-c2ccc3c(c2)OCO3)[nH]c1C,0%,-2,3,-2.8%,i,2.5,1.1,5%,-3%,-74,758,1.8%
Cc1ccc(OCCSc2nc(NC(C)C)nc(NC(C)C)n2)cc1,14%,72*,14*,0.0%,i,0.3,1,2%,17%,-27,738,0.2%[50 µM]
Cc1nc2c(C)cccn2c1/C(O)=C1\C(=O)C(=O)N(CCN(C)C)C1c1ccccc1 (stereo unspecified),x,x,x,x,i,0.7,x,-3%,x,14,721,0.5%
O=C(NNS(=O)(=O)c1ccc2ccccc2c1)c1cccnc1,-12%,-4,-10,-1.5%,i,0.8,1,1%,-18%,-1,723,0.2%
CCCn1nc2cc(C(=O)NCc3ccc(C)cc3)ccc2c1OC,-8%,4,15,-0.9%,i,0.2,1.1,3%,-5%,x,x,-1.8%
CCc1cc2c(N[C@@H](C)C(=O)O)ncnc2s1,-10%,-13,-12,-2.7%,i,0.6,1.1,-4%,-3%,x,x,0.9%
O=C(CN1C(=O)c2ccccc2C1=O)NCC(=O)OCC(=O)c1ccc(Br)cc1,13%,-7,3,-1.0%,i,0.7,1.1,3%,8%,x,x,0.1%
COc1ccc(CN(Cc2cccn2C)S(=O)(=O)c2ccccc2)cc1,x,x,x,x,i,0.3,x,3%,x,10,700,-2.8%
N#C/C(=C\c1ccccc1[N+](=O)[O-])c1nc(C2CC2)cs1,22%,34,19,-6.8%,i,0.2,1,7%,20%,-27,471,0.1%
CCCCOc1ccc2ccccc2c1C=O,10%,24,13,-2.4%,i,0.3,1.1,u,2%,x,x,5.7%
CCNC(=O)COc1ccc(OCc2ccccc2)cc1,-5%,7,5,2.0%,i,0.5,1,3%,-5%,7,585,0.4%
COc1cccc(-n2c(Cc3cc(=O)[nH]c(=O)[nH]3)nnc2SCC(=O)Nc2ccccc2)c1,5%,10,10,-0.2%,i,2.1,1.1,2%,2%,x,x,2.5%
O=C(Cc1ccccc1)NNC(=O)Cc1ccccc1,-6%,-16,4,0.1%,i,0.6,2.1,1%,-4%,-6,668,-2.5%
Cc1cc(C(=O)CSc2nc(N)cc(N)n2)c(C)n1-c1cccc(F)c1,3%,3,8,-8.6%,i,1.4,1.1,3%,9%,19,695,-0.1%
CC(=O)Nc1ccccc1OCC(=O)NC(C)c1ccccc1 (stereo unspecified),1%,-5,0,-1.2%,i,0.6,1.1,5%,-9%,0,708,-0.2%
CCOc1ccc(Nc2oc(-c3cccs3)nc2C#N)cc1,10%,-10,-19,1.2%,i,3.6,1.1,8%,20%,8,785,-0.6%
Cc1csc(NC(=O)CCc2c(C)nc3cc(-c4ccc(Cl)cc4)nn3c2C)n1,11%,31,5,0.9%,i,2.0,1,-5%,11%,-2,761,-0.4%
O=C(CN1CCCCC1)Nc1cc(Cl)ccc1Oc1ccccc1,9%,16,30,-0.1%,i,0.7,1.1,-6%,8%,-31,696,-0.7%
O=C(Cc1ccc(-n2c(=O)c3sccc3n(CC(=O)Nc3ccccc3)c2=O)cc1)NCc1ccco1,-3%,-14,-1,2.0%,i,0.7,1,-1%,-5%,-9,691,0.1%
COc1ccc(/C=N/NC(=O)c2ccc(=O)n(C)c2)cc1OC,12%,5,6,1.0%,i,0.0,1.1,7%,15%,2,739,0.1%
CCOc1cc(S(=O)(=O)NCCc2cccc(C)c2)c(OCC)cc1-n1cnnn1,-6%,-10,1,-2.8%,i,3.8,0.9,1%,-9%,-1,661,1.3%
C=CCc1cccc2cc(C(=O)N3CCN(C(=O)c4ccco4)CC3)c(=O)oc12,2%,7,3,-2.4%,i,0.4,1.1,8%,6%,0,659,0.0%
Cc1ccc(C)c(NC(=O)CCN2CCOCC2)c1,-3%,-35,-3,1.9%,i,0.8,1.1,8%,-6%,x,x,1.0%
CC(=O)Nc1sc(-c2ccccc2)nc1-c1ccccc1,-5%,-1,-6,1.3%,i,0.8,1.1,0%,-11%,-2,758,0.0%
Cc1ccc(S(=O)(=O)CC2CSc3nc4ccccc4n32)cc1 (stereo unspecified),9%,3,20,0.1%,x,x,0.9,9%,4%,-45,553,0.5%
NS(=O)(=O)c1ccc(CNC(=O)/C=C/c2ccc(S(=O)(=O)N3CCOCC3)cc2)cc1,x,x,x,x,i,0.4,x,0%,x,-21,655,-0.6%
COc1ccc2cc(C(c3nnnn3CC3CCCO3)N3CCOCC3)c(=O)[nH]c2c1 (stereo unspecified),0%,3,17,x,i,1.1,1.2,10%,-6%,x,x,0.6%
O=C(COC(=O)c1cnccn1)c1ccc(OC(=O)c2ccccc2)cc1,2%,13,-8,-0.5%,i,0.8,0.9,3%,-1%,-39,709,0.3%
CCN(CC)Cc1c(C(=O)OC)nnn1-c1nonc1N,-6%,-3,0,-3.2%,i,0.8,1.1,0%,-2%,0,748,0.2%
O=C(Cn1ncc2c(=O)oc3ccccc3c21)N1CCCN(Cc2ccccc2F)C1,11%,6,-9,x,+,3.8*,1.1,3%,8%,-66,553,-0.6%
CCC(c1nnnn1C(C)(C)CC)N(CCCO)Cc1cc2cc(C)cc(C)c2[nH]c1=O (stereo unspecified),2%,5,-6,-1.4%,i,0.4,1.1,-4%,1%,x,x,-0.2%
CCCCNC(=O)CSc1nc2ccccc2n1S(=O)(=O)c1ccc(Br)cc1,-19%,-3,-15,-1.4%,i,0.4,1,7%,-17%,-3,772,4.3%
CC(=O)c1cc(F)c(N2CCN(C(=O)Cc3ccccc3)CC2)cc1C,7%,-6,9,-3.0%,i,1.5,1,5%,14%,12,686,0.4%
COc1ccc(OC)c(/C=N/NC(=O)c2ccc(N(C)S(=O)(=O)c3ccccc3)cc2)c1,7%,-5,-27,-0.7%,i,0.1,1.1,14%,3%,-5,713,0.1%
